# Assay outcomes: PubChem, several laboratories
# PLAP inhibition – inhibition of human placental alkaline phosphatase – biochemical, luminescence, HTS (AID 690). purified PLAP, luminescent substrate; higher % means a stronger effect. inhibition, % at 20 µM, or IC50 in µM where a hit was titrated. 96,000 compounds, 0.08% hits; in the data active = a potency from the dose series; inactive = the rest, 99 in 100 with inhibition below about 30%; also: strong numbers were not always called active
# IL1B NFkB pot – enhances IL-1B driven NFkB nuclear translocation | HUVEC IL-1B NFkB p65 nuclear translocation imaging | activation, % at 2 µM | 94,000 compounds, 0.3% hits | AID 819;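 active = activation above 40%, about the mean plus 3 SD, also judged a hit on visual image review; inconclusive = activation above 40% but not a hit on visual review; inactive = activation not above 40% and no visual hit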;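 also: percent activation is computed from the nuclear over cytoplasmic p65 intensity ratio; values of inactives mirror those of a sister screen read the other way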
# NFkB transloc inh – blocks IL-1B driven NFkB nuclear translocation in HUVEC cells; HUVEC IL-1B NFkB p65 nuclear translocation imaging; inhibition, % at 2 µM; 94,000 compounds, 0.43% hits;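 active = inhibition above about 30% together with a positive call from visual inspection of the well image, limit read from the data; inconclusive = inhibition above a set limit but visual check negative; inactive = inhibition not above a set limit, visual check negative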;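 also: nuclear over cytoplasmic p65 intensity ratio measured by imaging; 0% = IL-1B stimulated DMSO wells and 100% = unstimulated DMSO wells; values of inactives mirror those of a sister screen read the other way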
# MRP resist rev – MRP-mediated drug resistance reversal; 85,000 compounds, 0.04% hits; differential viability (reversal), % at 10 µM; H69AR cells + 2 uM doxorubicin, CellTiter-Glo, 72 h;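 active = viability drop by adding the cancer drug above about 55%, with treated viability meeting a 40% cutoff, limit read from the data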;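 also: viability without doxorubicin minus viability with 2 µM doxorubicin for each compound; larger differential means the compound sensitizes cells more to doxorubicin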
# Bcl-B displacement – displacers of TR3 peptide from Bcl-B, primary screen, selectivity assay for Bfl-1 inhibitor project, biochemical, fluorescence polarization; FP displacement of FITC-TR3 peptide from Bcl-B; higher % means a stronger effect; displacement, % at 20 µM; hits with a dose series show IC50 in µM; 96,000 compounds, 0.11% hits; AID 748;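 active = displacement above 50% at 20 µM plus a fluorescence interference ratio under 1.5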;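 also: plate controls were wells without compound for no effect and wells lacking Bcl-B protein for full effect; a part of the inactive calls stands beside numbers as strong as those of hits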
# MRP resist rev cytotoxicity – second read-out of MRP resist rev, no call of its own (marks repeat the call); viability, %; H69AR cells, CellTiter-Glo, 72 h; measured here: cytotoxicity without doxorubicin
# MRP resist rev with doxorubicin – also measured in MRP resist rev; calls as there; viability, %; measured here: viability with 2 uM doxorubicin; active compounds read low
# NFkB transloc inh cell count 2 µM – further read-out of NFkB transloc inh, marked with its call; cell count; measured here: cells passing quality filter;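 raw number of nuclei counted in each imaged well without normalization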
# IL1B NFkB pot cell count 2 µM – recorded beside IL1B NFkB pot, whose call it bears; cell count; measured here: cells passing quality filter
# * marks the source's active call; other numbers are inactive results; ? = inconclusive; . = not tested or not shown. The list is partial (hit frequency here may not be typical).
SMILES,PLAP inhibition,IL1B NFkB pot,IL1B NFkB pot cell count 2 µM,NFkB transloc inh,NFkB transloc inh cell count 2 µM,MRP resist rev,MRP resist rev cytotoxicity,MRP resist rev with doxorubicin,Bcl-B displacement
COc1ccc(CNC(=O)C2CCCN2S(=O)(=O)c2ccc(S(=O)(=O)N(C)C)cc2)cc1 (stereo not drawn),-8%,.,.,.,.,-7,84,91,-4%
COc1cccc(-c2nc3ccccc3s2)c1,18%,-6,62,6,62,-4,76,80,0%
COC(=O)c1cccc(NC(=O)COC(=O)CSc2nc(C)cc(C)n2)c1,1%,0,138,0,138,.,.,.,-13%
CCN(C(=O)COc1cc(=O)n(CC)c2ccccc12)c1cccc(Cl)c1,-66%,5,122,-5,122,.,.,.,-2%
Cc1cccn2c(=O)c3cc(C(=O)NCc4ccco4)c(=N)n(CCOCCO)c3nc12,.,-11,142,11,142,6,74,68,-14%
CCc1cccc(NC(=O)CN2C(=O)NC3(CCCCCCC3)C2=O)c1,20%,14,200,-14,200,-19,56,74,-2%
O=C(CN1C2=NCCN2c2ccccc21)c1ccc2c(c1)OCO2,0%,9,187,-9,187,10,77,66,-6%
CC12CN3CC(C)(CN(C1)C3c1ccc(Cl)cc1Cl)C2=O (stereo not drawn),18%,5,83,-5,83,5,97,92,-2%
O=C(CSc1nnc2ccccn12)NCc1cccs1,5%,.,.,.,.,6,89,83,5%
CS(=O)(=O)N(CC(O)CON=C1c2ccccc2-c2ccccc21)c1ccc(F)cc1 (stereo not drawn),-3%,-3,150,3,150,12,77,65,-2%
COc1cccc(C(=O)NC2CC3CCCC(C2)N3CC(=O)Nc2ccccc2)c1 (stereo not drawn),-48%,-19,133,19,133,5,58,53,.
COC(=O)[C@@H](NC(=O)NC(C)CCc1ccccc1)C(C)C (stereo partly drawn),22%,11,90,-11,90,-15,91,106,-9%
Cc1cc(C)cc(N(C(=O)c2ccccn2)C(C(=O)NC2CCCCC2)c2cccs2)c1 (stereo not drawn),-39%,3,113,-3,113,.,.,.,2%
Cc1ccccc1CNc1nc(N)n(-c2ccccc2)n1,5%,-1,177,1,177,-5,92,97,15%
Cc1cc(C)n(S(=O)(=O)c2cc(C)c(C)cc2C)n1,-5%,-5,125,5,125,16,90,74,-6%
Nc1cc(Cl)ccc1N1CCOCC1,-6%,?,.,-51,130,16,106,90,22%
COc1cc(CNCc2cccs2)ccc1OCC(N)=O,16%,5,170,-5,170,.,.,.,-2%
COC(=O)CCC(=O)Nc1cccc2c(NC(=O)CCC(=O)OC)cccc12,-22%,-2,123,2,123,-17,86,103,-4%
CCn1c(=O)cc(SCC(=O)Nc2cc(OC)c(OC)c(OC)c2)c2ccccc21,-32%,11,160,-11,160,7,89,81,-15%
CC1=C(C#N)C(NC(=O)C2CCCCC2)(C(F)(F)F)C(=O)N1 (stereo not drawn),4%,-6,178,6,178,-1,92,93,1%
Cc1cccc(CCNC(=O)C2CCCN(S(=O)(=O)c3cccc4nsnc34)C2)c1 (stereo not drawn),-10%,.,.,.,.,.,.,.,-4%
CCN1CCN(CCCNC(=O)c2csc3c2CCCCC3)CC1,-35%,-3,141,3,141,20,103,83,-4%
CC(=O)NC1=NN(C(C)=O)C(C)(CS(=O)(=O)c2ccc3ccccc3c2)S1 (stereo not drawn),.,4,104,-4,104,2,86,83,.
Cc1ccc(S(N)(=O)=O)cc1NC(=O)/C=C/c1cccs1,13%,13,111,-13,111,.,.,.,-13%
CCOC(=O)c1cc2cc3ccccc3cc2[nH]1,.,7,158,-7,158,8,107,99,.

# 3 compounds already listed, sorted by the number in PLAP inhibition, descending:
Molecule	PLAP inhibition
Cc1ccc(S(N)(=O)=O)cc1NC(=O)/C=C/c1cccs1	13%
Cc1cc(C)cc(N(C(=O)c2ccccn2)C(C(=O)NC2CCCCC2)c2cccs2)c1 (stereo not drawn)	-39%
COc1cccc(C(=O)NC2CC3CCCC(C2)N3CC(=O)Nc2ccccc2)c1 (stereo not drawn)	-48%

# Additional entries follow:
SMILES,PLAP inhibition,IL1B NFkB pot,IL1B NFkB pot cell count 2 µM,NFkB transloc inh,NFkB transloc inh cell count 2 µM,MRP resist rev,MRP resist rev cytotoxicity,MRP resist rev with doxorubicin,Bcl-B displacement
COc1ccc(C(=O)N2CC3(C)CC2CC(C)(C)C3)cc1 (stereo not drawn),-17%,16,122,-16,122,12,89,77,-3%
CCN(CC)S(=O)(=O)c1cc(OC)c(Cl)cc1Cl,-67%,-4,163,4,163,20,84,64,0%
COc1ccc(N2C(=O)C(CC(=O)Nc3ccccc3)N(Cc3ccc4c(c3)OCO4)C2=O)cc1 (stereo not drawn),13%,-3,164,3,164,.,.,.,-12%
Cn1c(NCc2ccccc2O)nc2ccccc21,-10%,.,.,.,.,-8,100,108,-2%
O=C1CC(O)(C(F)(F)F)Oc2c1ccc1ccccc21 (stereo not drawn),-5%,13,47,-13,47,-3,91,94,-8%
CCCCn1nnnc1SCC(=O)Nc1ccc(N(C)C)cc1,30%,30,203,-30,203,-9,69,78,-9%
C=CCSc1n[nH]c(-c2ccc(OCCC)cc2)n1,-18%,-3,84,4,84,-4,81,86,-3%
CCOc1nc(-c2ccccc2)ccc1-c1noc(-c2ccco2)n1,.,2,98,-2,98,-1,42,44,.
COc1ccc(-n2cc(-c3ccccc3)c3c(N4CCN(CCO)CC4)ncnc32)cc1,-65%,-4,182,4,182,3,58,55,-4%
CCOc1ccccc1OCC(=O)NC1CCCCC1,8%,-3,150,3,150,3,79,76,6%
CCC(=O)Nc1ccc(NC(=O)CSc2nnnn2C(C)C)cc1,3%,17,169,-17,169,4,89,86,2%
CCCn1nnc(NC(=O)c2ccccc2Cl)n1,2%,6,103,-6,103,-4,97,101,-8%
COc1ccc(Cl)cc1N(CC(=O)Nc1cccc(SC)c1)S(C)(=O)=O,-52%,1,81,-1,81,-10,76,86,8%
CCCCCN=Cc1c(C)[nH]n(-c2nc3ccccc3s2)c1=O,-64%,-3,182,3,182,-1,6,8,-21%
Cc1ccc(C(C(=O)NC2CCCC2)N2CCc3ccccc32)cc1 (stereo not drawn),5%,-6,159,6,159,-11,72,83,4%
COc1ccccc1-c1nnc(SCC(=O)NC2CCCCC2)o1,15%,20,83,-20,83,-9,83,92,4%
COc1ccc2c(C(=O)CN3CCN(CCO)CC3)c[nH]c2c1,-8%,6,129,-6,129,-4,88,92,-1%
CCCCNC(=O)OC(C)CNC(=O)OC (stereo not drawn),-18%,3,98,-21,174,-15,96,111,-4%
Cc1cc(=O)oc2cc(OC(C)C)ccc12,15%,.,.,.,.,-3,98,101,6%
COc1cccc(C(C#N)N2CCOCC2)c1 (stereo not drawn),14%,4,158,-4,158,7,89,82,-10%
COc1ccc(OC)c(S(=O)(=O)N2Cc3ccccc3CC2C(=O)Nc2nccs2)c1 (stereo not drawn),3%,3,146,-3,146,13,83,71,-1%
Cc1ccc(N2CSC3=C(C#N)C(c4cccs4)CC(=O)N3C2)cc1 (stereo not drawn),-48%,1,214,-1,214,-2,87,89,-7%
CCc1ccc2[nH]c(=O)c(CN(CCO)C(=O)NCc3ccccc3)cc2c1,-24%,.,.,.,.,6,84,78,2%
O=C(COC(=O)CCNS(=O)(=O)c1ccc(Cl)cc1)NCc1ccco1,8%,4,125,-4,125,2,82,80,-7%
CCN1CCCC1CNC(=O)CCc1nc(-c2ccc(C)cc2)no1 (stereo not drawn),-58%,-9,154,9,154,-1,96,97,-3%

# The final 4 records of the section above are carried over, then new ones follow.
SMILES,PLAP inhibition,IL1B NFkB pot,IL1B NFkB pot cell count 2 µM,NFkB transloc inh,NFkB transloc inh cell count 2 µM,MRP resist rev,MRP resist rev cytotoxicity,MRP resist rev with doxorubicin,Bcl-B displacement
Cc1ccc(N2CSC3=C(C#N)C(c4cccs4)CC(=O)N3C2)cc1 (stereo not drawn),-48%,1,214,-1,214,-2,87,89,-7%
CCc1ccc2[nH]c(=O)c(CN(CCO)C(=O)NCc3ccccc3)cc2c1,-24%,.,.,.,.,6,84,78,2%
O=C(COC(=O)CCNS(=O)(=O)c1ccc(Cl)cc1)NCc1ccco1,8%,4,125,-4,125,2,82,80,-7%
CCN1CCCC1CNC(=O)CCc1nc(-c2ccc(C)cc2)no1 (stereo not drawn),-58%,-9,154,9,154,-1,96,97,-3%
COc1ccc(NC(=O)CSc2nc(O)cc(=O)n2-c2ccccc2OC)cc1,-37%,0,198,0,198,-1,102,103,14%
CCCC(=O)Nc1ccc(C(=O)NNC(=O)c2ccccc2Br)cc1,-65%,-9,123,9,123,.,.,.,-4%
O=C(CN1CCN(CCC(=O)Nc2ccccc2F)CC1)Nc1ccc(F)cc1,-18%,.,.,.,.,-21,66,87,0%
CCN(CC(=O)Nc1ccc([N+](=O)[O-])cc1OC)c1ccccc1,7%,-10,138,10,138,.,.,.,2%
COc1cc(OC)cc(C(=O)N2CCN(C(=O)c3ccc(OC)c(OC)c3)CC2)c1,.,13,181,-14,181,-19,83,102,.
Cc1ccc(C(=O)OCC(=O)Nc2sccc2C(N)=O)cc1NC(=O)c1ccco1,-10%,8,179,-8,179,.,.,.,-24%
C=C(C)c1cccc(C(C)(C)NC(=O)N2CCN(CC)CC2)c1,.,-11,111,11,111,8,99,91,.
O=S(=O)(c1ccc(Br)cc1)N1CCN(c2ccc3nnc(-c4ccccc4)n3n2)CC1,-34%,34,202,-34,202,-22,30,52,1%
O=C(c1cc(C2CC2)nc2ccccc12)N1N=C(C(F)F)CC1(O)C(F)F (stereo not drawn),.,6,117,-6,117,-17,75,91,.
OC(Cn1cccn1)c1ccccc1 (stereo not drawn),0%,9,116,-8,116,9,94,85,6%
O=C(Nc1ccc(Cl)cc1)c1ccncc1,16%,-2,52,2,52,14,100,87,-8%
Cc1ccc(C)n1-c1ccc(-c2nnc3n2CCCCC3)s1,-61%,19,89,-19,89,3,83,79,0%
Cc1ccc(-n2ncc3c(N4CCC(C(N)=O)CC4)ncnc32)c(C)c1,.,?,.,-46,138,16,50,34,16%
COC(=O)CNC(=O)C1CCCN1C(=O)OC(C)(C)C (stereo not drawn),-29%,0,56,0,56,-12,95,107,-13%
Cc1nn(-c2cccc(Cl)c2)c2c1C(c1cccnc1)C(C#N)=C(N)O2 (stereo not drawn),-11%,11,190,-11,190,-13,97,110,-10%
CCCCN(CCCNC(=O)c1c(C)cc(=O)oc1C)c1ccccc1,-33%,-1,48,1,48,39,73,33,-2%
Cc1cccc(OCC(=O)NNC(=O)c2cc3ccccc3oc2=O)c1,-88%,9,125,-9,125,.,.,.,-3%
O=C(NC1(C(=O)NC2CCCCC2)CCCCC1)c1ccc2c(c1)OCO2,.,-5,125,5,125,.,.,.,.
CCOC(=O)c1c(C)cc(=O)oc1C,-2%,10,136,-10,136,-7,81,88,-7%
CC(=O)Nc1cc(C(=O)OCC(=O)c2ccc(Cl)cc2Cl)ccc1C,2%,.,.,.,.,.,.,.,-6%
COc1ccc(-c2nn3c(-c4ccccc4)nnc3s2)cc1,-29%,0,187,0,187,-27,35,63,5%
CN(C)c1nc(OCCOC(=O)Nc2ccc(Cl)cc2Cl)nc(N(C)C)n1,-30%,.,.,.,.,.,.,.,0%
COC(=O)C(Cc1cnc(Cl)s1)(C(=O)OC)c1ccc([N+](=O)[O-])cc1[N+](=O)[O-],-37%,-7,180,7,180,-9,74,83,-9%
Cc1nnc(SCC(=O)NC(C)(C)C)n1CCc1ccccc1,.,12,150,-12,150,0,87,87,.
CCOC(=O)c1sc2ncnc(OC)c2c1C,-19%,-2,105,2,105,-9,106,115,-10%
CCC(=O)Nc1cccc2c1C(=O)N(C)C2=O,.,12,120,-12,120,-5,87,93,.
COc1ccc2c(c1OC)C(=O)N(c1ccc(C)c(C)c1)C2=O,.,8,105,-8,105,5,101,95,.
CC(=O)N1CCCc2cc(S(=O)(=O)N3CCN(C4CCCCC4)CC3)ccc21,-42%,.,.,.,.,15,97,82,-5%
O=C(C1CC1)N1CCN(C(c2ccccc2)c2ccccc2)CC1,-69%,-4,176,4,176,10,108,98,-9%
CCOC(=O)N1CCN(C(=O)CN(c2cccc(C(F)(F)F)c2)S(=O)(=O)c2ccccc2)CC1,-39%,-19,109,19,109,16,89,74,-8%
